# Screening results from PubChem.
# Hck-Nef inh: inhibitors of Nef-activated human Hck kinase, primary screen, biochemical, Z-Lyte FRET, 384-well, Hck-YEEI. Tyrosine-protein kinase HCK (Homo sapiens), P08631. 220,000 tested, 0.68% active. Recombinant Hck-YEEI plus Nef, Z-Lyte FRET kinase assay. inhibition, % at 20 µM;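 active = Hck-Nef kinase inhibition above about 50%, limit read from the data; inactive = inhibition below that limit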;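 also: 0% = DMSO with Hck plus Nef and 100% = Hck alone without Nef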
# Runt-CBFb FRET: inhibitors of RUNX1 Runt–CBFb binding, primary screen, biochemical, FRET, Cerulean-Runt, Venus-CBFb, uHTS; inhibition, % at 20 µM; AID 1496, 2009; Cerulean-Runt/Venus-CBFb FRET ratio 530/480, 1 h; Runt-related transcription factor 1 (Homo sapiens) + Core-binding factor subunit beta …; 220,000 tested, 0.46% active;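 active = inhibition over about 50% at 20 µM in the single-dose screen, limit read from the data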;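 also: 0% = DMSO wells and 100% = excess unlabeled CBFb competitor control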
# Target sequence (Q01196 whole entry, looked up): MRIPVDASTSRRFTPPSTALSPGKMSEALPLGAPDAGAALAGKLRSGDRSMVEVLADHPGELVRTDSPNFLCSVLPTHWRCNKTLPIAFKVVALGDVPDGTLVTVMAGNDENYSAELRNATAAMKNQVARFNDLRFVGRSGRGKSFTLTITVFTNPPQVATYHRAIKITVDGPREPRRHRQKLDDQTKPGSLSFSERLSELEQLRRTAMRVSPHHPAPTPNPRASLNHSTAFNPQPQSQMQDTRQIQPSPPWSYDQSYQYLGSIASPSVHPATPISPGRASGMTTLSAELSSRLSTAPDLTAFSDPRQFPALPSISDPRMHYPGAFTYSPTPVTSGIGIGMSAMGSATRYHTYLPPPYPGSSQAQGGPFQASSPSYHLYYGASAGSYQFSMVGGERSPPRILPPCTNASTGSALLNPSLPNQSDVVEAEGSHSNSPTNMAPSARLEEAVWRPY
# Target sequence (Q13951 whole entry, looked up): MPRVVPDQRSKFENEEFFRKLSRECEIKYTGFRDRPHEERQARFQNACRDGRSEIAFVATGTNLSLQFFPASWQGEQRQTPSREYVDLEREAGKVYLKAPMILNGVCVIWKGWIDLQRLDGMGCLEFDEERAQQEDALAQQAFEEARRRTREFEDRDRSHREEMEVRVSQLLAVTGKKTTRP
#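 Assay system: Cerulean-Runt domain fusion protein, energy donor; Signal: fluorescence energy transfer, 422 nm excitation, 530/480 nm emission; Timing: 1 h compound exposure, room temperature; Control set: unlabeled CBFb; Medium: Tris buffer pH 7.5 with salts and BSA; Compound: single test concentration of 20 µM, 1% DMSO final; Probe or stimulus: Venus-CBFb 100 nM.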
# p47phox inh: p47phox/p22phox peptide binding inhibitors, primary screen, biochemical, uHTS, NADPH oxidase regulatory subunit | Neutrophil cytosol factor 1 (Homo sapiens), P14598 | fluorescence polarization, 2 h | inhibition, % at 24.7 µM | 220,000 tested, 0.53% active | AID 1274, 2008;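 active = inhibition above about 30%, limit read from the data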;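 also: 0% = p47phox with labelled peptide and 100% = labelled peptide alone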
# 14-3-3 Bad PPI: inhibitors of 14-3-3 zeta/Bad binding, primary screen, biochemical, TR-FRET, bovine 14-3-3 zeta. 14-3-3 protein zeta/delta (Bos taurus), P63103. TR-FRET 14-3-3zeta/Dy647-pBad peptide displacement, 1 h. inhibition, % at 21.7 µM. 220,000 tested, 0.71% active;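 active = inhibition above about 70%, limit read from the data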;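 also: 0% = full 14-3-3 plus peptide FRET controls and 100% = background without 14-3-3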
# Target sequence (P63103 whole entry, looked up): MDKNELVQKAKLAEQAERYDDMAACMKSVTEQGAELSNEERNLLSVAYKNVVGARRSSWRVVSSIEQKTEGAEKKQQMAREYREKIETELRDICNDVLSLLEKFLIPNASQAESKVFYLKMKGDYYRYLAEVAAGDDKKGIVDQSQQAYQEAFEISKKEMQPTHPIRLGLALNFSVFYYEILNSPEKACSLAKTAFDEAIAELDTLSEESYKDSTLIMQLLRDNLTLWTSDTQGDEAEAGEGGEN
# Runt-SMMHC FRET: inhibitors of RUNX1 Runt–CBFb-SMMHC binding, primary screen, biochemical, FRET, Cerulean-Runt, Venus-CBFb-SMMHC, uHTS; Runt-related transcription factor 1 (Homo sapiens) + Core-binding factor subunit beta …; Cerulean-Runt/Venus-CBFb-SMMHC FRET ratio 530/480, 1 h; inhibition, % at 20 µM; 220,000 tested, 0.74% active; AID 1434, 2008;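 active = mean inhibition across duplicate retests at 20 µM reaching about 50%, limit read from the data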;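 also: 0% = DMSO wells and 100% = wells with excess untagged CBFb-SMMHC; inhibitors lower the FRET ratio by blocking Runt binding to CBFb-SMMHC; some results filed as inactive read as strong as hits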
# EBV gp42 block: Epstein-Barr virus gp42 inhibitors, primary screen, biochemical, uHTS, fluorescence polarization; Fluorescence polarization binding assay, mP read-out; 220,000 tested, 0.42% active; inhibition, % (tested at 21.74 µM); AID 1085, 2008; Glycoprotein 42 (Epstein-Barr virus (strain AG876)), Q1HVG2; in the data active = inhibition above about 50%
# TbHK1 inh: Trypanosoma brucei hexokinase 1 inhibitors, primary screen, biochemical, G6PDH-coupled NADH absorbance, MLSCN library; inhibition, % at 10 µM; AID 1430, 2008; recombinant TbHK1, G6PDH-coupled NADH A340; hexokinase 1 [Trypanosoma brucei]; 220,000 tested, 0.11% active;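 active = inhibition of 50% or more in the single-dose primary screen; inactive = inhibition below 50%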
# L929 necroptosis: inhibitors of zVAD-triggered necroptosis, primary screen, L929 cells | L929 zVAD necroptosis rescue, ATP luminescence, 24 h; with zVAD 60 µM | viability rescue, % at 10 µM | 220,000 tested, 0.38% active;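 active = activation, scaled between plate controls, above about 75%, limit read from the data; inactive = activation under that limit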;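 also: 0% = zVAD with DMSO and 100% = DMSO alone without zVAD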
# MDM2 E3 inh: MDM2-luciferase reporter signal enhancers, primary screen, MDM2 E3 ligase inhibitor project, cell-based, luminescence, 1536-well | E3 ubiquitin-protein ligase Mdm2 (Homo sapiens), Q00987 | cell-based MDM2 ubiquitination luciferase reporter, 2 h; 0 = plate control, 100 = twice control, blank-subtracted | signal enhancement, % at 5 µM | 210,000 tested, 0.11% active | AID 1230, 2008;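 active = signal enhancement of 30% or more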;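 also: luminescence tracks abundance of the self-degrading MDM2-luciferase fusion protein; higher signal means inhibition of MDM2 E3 ligase activity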
#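 Test system: mammalian cells stably expressing self-ubiquitinating, self-degrading MDM2 E3–luciferase fusion; Amount: 2000 cells in each well; Medium: DMEM; Schedule: 4 h settle plus 2 h compound, 37 °C; Technique: SteadyLite luciferase luminescence after 15 min room-temperature reagent incubation; Benchmarks: plate control and blank wells.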
# * hit, by the source's call; / = not tested or not shown; [ ] = dose if it differs, or a comment.
1. C=CCn1c(-c2cccc(Cl)c2)n[nH]c1=S
2. Clc1ccccc1CNCc1ccncc1
3. CCC(=O)Oc1ccc2ccccc2c1CNC(=O)c1ccccc1
4. COC(=O)CCCC1=CC2=C(c3ccccc3)C(=O)C(C)(OC(=O)C3CCCC3)C(=O)C2=CN1Cc1ccco1 (stereo not given)
5. O=C(NCCc1cccc(Cl)c1)c1cc([N+](=O)[O-])ccc1Cl
6. COc1ccc(NC(=O)C2CCCN(S(=O)(=O)c3c(C)n[nH]c3C)C2)c(OC)c1 (stereo not given)

entry no.	1	2	3	4	5	6
Hck-Nef inh	1	-13	0	22	4	1
Runt-CBFb FRET	5	1	-2	10	-2	-2
p47phox inh	-8	0	-15	3	0	-1
14-3-3 Bad PPI	1	6	-3	1	-16	-11
Runt-SMMHC FRET	3	0	-1	-16	-1	-5
EBV gp42 block	-12	11	-2	25	-10	-7
TbHK1 inh	0	5	-11	-13	33	-1
L929 necroptosis	-0.1	2.7	1.4	-0.3	1.2	0.3
MDM2 E3 inh	-7	-13	-5	4	-8	-14

7. CC(C)(C)C(=O)COC(=O)C1CC(=O)N(c2ccccc2)C1 (stereo not given)
8. COC(=O)[C@H](Cc1ccccc1)NC(=O)NCc1cccs1
9. CCCCC(=O)Nc1cc([N+](=O)[O-])ccc1Cl
10. COc1cc(OC)cc(C(=O)N[C@H](C(=O)OCC(=O)Nc2ccc(C)cc2C)C(C)C)c1
11. COc1ccccc1NCc1ccc([N+](=O)[O-])s1
12. N#Cc1c(N)nc2c(c1N)CC(CCl)O2 (stereo not given)

entry no.	7	8	9	10	11	12
Hck-Nef inh	12	-17	0	0	3	7
Runt-CBFb FRET	0	1	-3	-4	2	4
p47phox inh	9	-2	-2	0	-7	-20
14-3-3 Bad PPI	-2	0	-13[fluorescence artefact?]	4	-3[fluorescence artefact?]	-7
Runt-SMMHC FRET	-2	1	5	0	-2	3
EBV gp42 block	-7	-22	-8	-7	-7	0
TbHK1 inh	8	0	34	0	-4	15
L929 necroptosis	0.8	-0.1	1.4	0.7	-0.7	0.1
MDM2 E3 inh	-5	-14	-3	-5	-4	-4

13. Cc1csc(NC(=O)CSc2ncc(-c3ccccc3)[nH]2)n1
14. Cc1ccccc1C1CC(=O)NC2=C1C(=O)CCC2 (stereo not given)
15. COc1ccc(S(=O)(=O)NCC2CCCN(C(=O)c3ccccc3)C2)cc1 (stereo not given)
16. CCC(CC)C(=O)N1CC(=O)Nc2ccc(Br)cc2C1c1ccccc1 (stereo not given)
17. CN(C)c1ccc(/C=N/NC(=O)c2ccn(C)n2)cc1
18. COC(=O)c1cccc(NC(=O)C(C)(C)C)c1

entry no.	13	14	15	16	17	18
Hck-Nef inh	0	0	12	14	-3	14
Runt-CBFb FRET	0	2	1	-1	4	0
p47phox inh	-4	0	16	2	-7	-21
14-3-3 Bad PPI	4[fluorescence artefact?]	2	-5	14	-5	16
Runt-SMMHC FRET	2	0	-6	2	0	-1
EBV gp42 block	-2	3	0	-5	-6	-15
TbHK1 inh	4	10	-4	0	-90	-1
L929 necroptosis	0.3	-0.3	1.8	-0.7	1.5	1.0
MDM2 E3 inh	-12	-10	-8	-31	-22	-18

19. CC(=O)c1ccc(NC2c3ncccc3C(=O)N2Cc2ccc(F)cc2)cc1 (stereo not given)
20. CCOC(=O)C1(C(=O)OCC)C(c2ccccc2)CC(O)N1C(C)=O (stereo not given)
21. COc1ccc(NC(=O)CSc2nnc(CCC(=O)Nc3ccc(C)c(Cl)c3)n2C)cc1
22. C=CCn1c(CC(C)(C)C)nc2ccccc21
23. CC(C)c1cccc(C(C)C)c1NC(=O)COC(=O)c1ccc(OCC(=O)Nc2cccc(C(F)(F)F)c2)cc1
24. CC(C)(C)c1ccc(C(=O)NC(Cc2ccccc2)C(=O)O)cc1 (stereo not given)

entry no.	19	20	21	22	23	24
Hck-Nef inh	-3	-9	2	11	-3	-1
Runt-CBFb FRET	-1	/	-3	-2	0	/
p47phox inh	-4	-13	8	-1	-11	-4
14-3-3 Bad PPI	28[fluorescence artefact?]	92*	31	-15	0	-7
Runt-SMMHC FRET	-6	1	-1	0	5	-3
EBV gp42 block	-4	-18	-4	-7	-29	-2
TbHK1 inh	-22	-2	2	-3	5	-6
L929 necroptosis	-0.6	1.6	-0.1	1.8	0.0	-0.1
MDM2 E3 inh	-13	-13	1	-9	-5	-3

# Shown with tabs: 6 of the compounds above
entry	mol	Hck-Nef inh	Runt-CBFb FRET	p47phox inh	14-3-3 Bad PPI	Runt-SMMHC FRET	EBV gp42 block	TbHK1 inh	L929 necroptosis	MDM2 E3 inh
23	CC(C)c1cccc(C(C)C)c1NC(=O)COC(=O)c1ccc(OCC(=O)Nc2cccc(C(F)(F)F)c2)cc1	-3	0	-11	0	5	-29	5	0.0	-5
24	CC(C)(C)c1ccc(C(=O)NC(Cc2ccccc2)C(=O)O)cc1 (stereo not given)	-1	/	-4	-7	-3	-2	-6	-0.1	-3
21	COc1ccc(NC(=O)CSc2nnc(CCC(=O)Nc3ccc(C)c(Cl)c3)n2C)cc1	2	-3	8	31	-1	-4	2	-0.1	1
22	C=CCn1c(CC(C)(C)C)nc2ccccc21	11	-2	-1	-15	0	-7	-3	1.8	-9
20	CCOC(=O)C1(C(=O)OCC)C(c2ccccc2)CC(O)N1C(C)=O (stereo not given)	-9	/	-13	92*	1	-18	-2	1.6	-13
19	CC(=O)c1ccc(NC2c3ncccc3C(=O)N2Cc2ccc(F)cc2)cc1 (stereo not given)	-3	-1	-4	28[fluorescence artefact?]	-6	-4	-22	-0.6	-13

# Later entries
25. COc1cc(N2CCOCC2)ncn1
26. COc1ccc(NC(=S)N(CCc2nc3cc(C)c(C)cc3[nH]2)Cc2cccnc2)cc1
27. O=C1C2C3CCCC3=C3CCCC3C2C(=O)N1c1cccc(Cl)c1 (stereo not given)
28. COc1cc(C(=O)Nc2ccc(C#N)cc2)c([N+](=O)[O-])cc1OC
29. CN(CCC#N)S(=O)(=O)c1ccc2[nH]cc(C(=O)NCCc3ccccc3)c(=O)c2c1
30. Cn1cccc1Cc1nnc(SCC(=O)NCc2ccco2)n1CCc1ccccc1

entry no.	25	26	27	28	29	30
Hck-Nef inh	1	-1	0	-11	-3	0
Runt-CBFb FRET	0	/	-2	0	-3	3
p47phox inh	1	-14	-4	22	-6	-15
14-3-3 Bad PPI	-4	-3	-4	2	1	0
Runt-SMMHC FRET	5	-5	-6	0	-2	-1
EBV gp42 block	-21	3	-11	-7	10	-7
TbHK1 inh	3	-10	0	-14	-11	4
L929 necroptosis	0.4	0.1	0.3	0.3	/	-0.1
MDM2 E3 inh	2	-13	5	1	-8	-7

31. CC(/C=C/C=C/c1ccccc1)=N/NC(=O)CNc1ccccc1C
32. COc1ccc(/C(C)=N/Nc2nc3ccccc3n3cnnc23)cc1OC
33. COC(=O)c1cc(C(=O)Nc2cccc(C)n2)cc([N+](=O)[O-])c1
34. O=C1CC(c2ccco2)CC(O)=C1C=NCC1CCNCC1 (stereo not given)
35. COc1cc(CNn2cn[nH]c2=S)cc(Br)c1OCc1ccccc1F
36. CSC1=C(C#N)C(c2sccc2C)CC(=O)N1 (stereo not given)

entry no.	31	32	33	34	35	36
Hck-Nef inh	8	18	0	0	16	15
Runt-CBFb FRET	-2	0	-1	-2	5	1
p47phox inh	-4	1	-4	4	-5	4
14-3-3 Bad PPI	-14	-4	-1	-4[fluorescence artefact?]	-6	1
Runt-SMMHC FRET	-1	0	0	-9	10	-2
EBV gp42 block	-11	-4	0	-14	-4	-16
TbHK1 inh	-26	-52	-17	-6	-4	-2
L929 necroptosis	0.5	0.0	-0.1	2.3	1.5	1.2
MDM2 E3 inh	2	-9	-5	-17	-10	-11

37. Cc1ccc(OCC(=O)O/N=C(\N)Cc2ccc([N+](=O)[O-])cc2)cc1C
38. CS(=O)(=O)c1ccc(C(=O)NCc2ccccc2F)cc1
39. CCOc1ccc(N2C(=O)CC(N3CCC(NC(=O)Nc4ccccc4)CC3)C2=O)cc1 (stereo not given)
40. CC(NC(=O)/C(=C\c1cccc([N+](=O)[O-])c1)NC(=O)c1ccco1)C(=O)O (stereo not given)
41. CCOc1ccc(S(=O)(=O)Nc2ccc(S(=O)(=O)Nc3cc(OC)ccc3OC)cc2)cc1
42. O=C(C(c1ccccc1)c1ccccc1)N1CCOCC1

entry no.	37	38	39	40	41	42
Hck-Nef inh	20	42	11	0	-4	0
Runt-CBFb FRET	-2	0	2	/	0	-2
p47phox inh	-2	-9	-17	-4	-15	-10
14-3-3 Bad PPI	5	-14	-2[fluorescence artefact?]	4	-5	-3
Runt-SMMHC FRET	-1	1	4	5	1	3
EBV gp42 block	2	-14	-16	0	-11	-23
TbHK1 inh	5	0	-1	2	-3	-4
L929 necroptosis	-0.2	1.7	0.6	0.0	0.0	1.4
MDM2 E3 inh	-6	0	7	-15	-14	7

43. N/C(Cc1nc(-c2ccc(Br)cc2)cs1)=N\O
44. COc1ccc(-c2oc3c(OC)c(OC)c(OC)c(O)c3c(=O)c2OC)cc1OC
45. CCN(Cc1nc(-c2ccc(Cl)cc2)no1)CC1CCCO1 (stereo not given)
46. CC1=C(C(=O)OCc2ccccc2)C(c2ccc(C#N)cc2)NC(=O)N1CCCC(=O)O (stereo not given)
47. COC(=O)c1cc(NC(=O)Cc2cc(OC)c(OC)c(OC)c2)cc(C(=O)OC)c1
48. C/C(CC(=O)NC(C)(C)C)=N\NC(=O)c1ccco1
49. COc1ccc(C(C)(C)C)cc1NC(=O)COC(=O)C(C)C
50. O=S(=O)(c1ccc(Cl)cc1)N1CCCC(C(F)(F)F)C1 (stereo not given)
51. O=C(CCCc1nc2ccccc2s1)Nc1ccc(N2CCOCC2)cc1

entry no.	43	44	45	46	47	48	49	50	51
Hck-Nef inh	32	-96	13	-2	17	3	20	1	18
Runt-CBFb FRET	0	-10	-2	-4	0	-5	-1	0	-1
p47phox inh	-6	-2	-9	2	-3	-9	-9	-1	4
14-3-3 Bad PPI	-13	-6	-8	16	-5	-2[fluorescence artefact?]	-5	-3	16
Runt-SMMHC FRET	-2	-20	-3	0	2	-2	-1	-3	2
EBV gp42 block	-3	-16	-1	-2	5	-7	-22	3	-1
TbHK1 inh	-1	-16	-9	-3	-8	-10	-3	2	6
L929 necroptosis	1.9	2.0	-0.2	5.7	5.3	1.1	2.4	3.0	-3.3
MDM2 E3 inh	-4	-6	-6	/	-2	/	2	-6	-23
